Source: PubChem BioAssay
Myeloid diff MLP: myeloid differentiation induction | ER-HoxA9 myeloid progenitors, lysozyme-GFP differentiation, flow cytometry | calls only at 10 µM | actives 1% (n = 360,000) | AID 624256;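 active = normalized GFP-positive differentiation at or above the plate's own cutoff, the solvent-only control mean plus 3 SD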;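 also: cells exposed to compound for four days before flow analysis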
Myeloid diff MLP GFP+ MAC1+ %: second read-out of Myeloid diff MLP, no call of its own (marks repeat the call); GFP+ MAC1+ double positive, %; measured here: differentiation confirmed by MAC1 staining
Starred values were filed as active, the others as inactive; i = inactive; + = active, no number. A portion of the library, so the mix of outcomes need not match the whole.

Structure	Myeloid diff MLP	Myeloid diff MLP GFP+ MAC1+ %
CN(c1ccccc1)S(=O)(=O)c1cccc(C(=O)OCC(=O)NCc2ccccc2)c1	i	0.8
COc1ccc(Cl)cc1NS(=O)(=O)c1cccc(C(=O)NCC(c2ccco2)N2CCCC2)c1 (configuration not stated)	i	0.6
CC1(CCc2ccccc2)NC(=O)NC1=O (configuration not stated)	i	0.7
OC[C@@H]1CN(Cc2ccc(Cl)cc2)C[C@H](n2cnc3c(N4CCOCC4)ncnc32)O1	i	0.6
CCCn1c(N)c(C(=O)CN(C)CC(=O)Nc2c(C)cc(C)cc2C)c(=O)[nH]c1=O	i	0.3
Cc1ccc(S(=O)(=O)NN=CC2(c3ccccc3)CC2)cc1	i	1.6
COC(=O)[C@]1(Cc2ccccc2)N[C@H](CN(C)C(C)=O)[C@@H]2C(=O)N(C)C(=O)[C@@H]21	i	1.6
FC(F)(F)c1cccc(CC2CN(Cc3ccccc3)Cc3ccccc3N2c2cc(Cl)cc(Cl)c2)c1 (configuration not stated)	i	2.0
Cc1cc(NS(=O)(=O)c2ccc(NC(=O)c3ccccc3F)cc2)no1	i	1.1
COc1cccc(-c2cnc(C(O)c3ccc(F)cc3)[nH]2)c1 (configuration not stated)	i	0.6
CCc1ccc(NC(=O)C(C)OC(=O)CN2C(=O)NC3(CCCC3)C2=O)cc1 (configuration not stated)	i	0.1
O=C(NCc1ccccc1)C(CCc1ccccc1)n1c(=O)c(-c2ccccc2)nc2ccccc21 (configuration not stated)	i	4.2
C[C@H](CO)N1C[C@H](C)[C@@H](CN(C)Cc2ccc(C(=O)O)cc2)Oc2c(NS(=O)(=O)c3ccc(F)cc3)cccc2C1=O	i	1.0
CN(C)S(=O)(=O)c1cccc(NC(=O)/C=C/c2ccc(S(=O)(=O)N3CCOCC3)cc2)c1	i	0.4
Cc1cccc(Nc2c(O)nc[nH]c2=O)c1	i	0.3
O=C(CN1C(=O)c2ccccc2S1(=O)=O)Nc1ccccn1	i	0.6
CCN1C(=O)[C@H]2[C@@H](c3ccc(-c4ccc(Cl)c(Cl)c4)c(OC)c3)N[C@@](C)(C(=O)OC)[C@H]2C1=O	i	1.8
Cc1cccc(S(=O)(=O)N(C)C[C@@H]2OCc3cnnn3CCCC(=O)N([C@H](C)CO)C[C@H]2C)c1	i	0.6
CC(=O)N1CCN(S(=O)(=O)c2cccc(C(=O)N(Cc3ccccc3)c3ccc(C)cc3)c2)CC1	i	0.8
C[C@H](NC(=O)[C@@H]1CCCN1C(=O)[C@@H]1CCCN1C(=O)c1ccc(Cl)cc1)c1ccccc1	i	0.2
O=C(COc1ccc(C(=O)c2ccc(F)cc2)cc1)Nc1cccc(S(=O)(=O)N2CCOCC2)c1	i	1.7
Cc1ccc2nc(C)cc(C(=O)NC3CCCCCC3)c2c1	i	0.9
O=C(O)c1ccc(S(=O)(=O)N2CCC3(CC2)CC(=O)c2ccccc2O3)cc1	i	0.7
CCCCC[C@@H](C)N1C[C@H](COCc2ccccc2)Oc2cc(N3CCC[C@H]3CO)ccc2S1(=O)=O	i	1.0
CCCC(C(=O)NNC(=O)c1cc(C)oc1C)c1ccccc1 (configuration not stated)	i	0.9
COC/C=C/C1=CC2=CC(=O)C(C)(OC(=O)c3cnc4ccccc4n3)C(=O)C2=CN1C1CC1 (configuration not stated)	i	1.7
COc1cc(-c2ccc3sc(-c4ccsc4)c(C#CCO)c3c2)cc(OC)c1OC	i	1.2
Clc1cccc(N2CCN(CCCN3CCN(c4ccccc4)CC3)CC2)c1	i	1.0
NC(=O)NN=C(C1CC1)C1CC1	i	1.0
CN1CCN(CC(=O)Nc2cccc(S(=O)(=O)N(C)c3ccccc3)c2)CC1	i	0.2

4 structures from above, arranged by molecular weight, high to low.
Structure	Myeloid diff MLP	Myeloid diff MLP GFP+ MAC1+ %
COC/C=C/C1=CC2=CC(=O)C(C)(OC(=O)c3cnc4ccccc4n3)C(=O)C2=CN1C1CC1 (configuration not stated)	i	1.7
COC(=O)[C@]1(Cc2ccccc2)N[C@H](CN(C)C(C)=O)[C@@H]2C(=O)N(C)C(=O)[C@@H]21	i	1.6
O=C(CN1C(=O)c2ccccc2S1(=O)=O)Nc1ccccn1	i	0.6
CC1(CCc2ccccc2)NC(=O)NC1=O (configuration not stated)	i	0.7

Next section.
Structure	Myeloid diff MLP	Myeloid diff MLP GFP+ MAC1+ %
Cc1cc(C(=O)OCC(=O)Nc2ccccc2C(F)(F)F)on1	i	0.2
COCC(=O)N(C)C[C@@H]1Oc2cc(Br)ccc2S(=O)(=O)N([C@H](C)CO)C[C@H]1C	i	0.5
O=c1ccncn1C1OC(CO)C(O)C1O (configuration not stated)	i	0.7
c1ccc(Oc2ccccn2)cc1	i	1.5
COc1ccc(NC(=O)COC(=O)CNC(=O)COc2ccccc2)cc1OC	i	1.4
CN(c1ccc(F)cc1)S(=O)(=O)c1ccc(Cl)c(C(=O)NCC2(N3CCOCC3)CCCCC2)c1	i	0.7
COc1ccc(NC(=O)/C(N=Nc2ccc(Cl)c(S(=O)(=O)Nc3ccc(Cl)cc3)c2)=C(\C)O)cc1	i	0.7
Cc1nnc(SC(C)C(=O)Nc2ccc3ccccc3c2)n1C (configuration not stated)	i	0.1
COc1cc(OC)cc(C(=O)OCC(=O)NC2CCCCCCC2)c1	i	0.6
Cc1ccc(NC(=O)CN2CCN(S(=O)(=O)c3ccc(F)cc3)CC2)cc1C	i	1.1
CCCn1c(N)c(C(=O)CSc2nnc(-c3c[nH]c4ccccc34)n2C2CC2)c(=O)[nH]c1=O	i	0.6
CCOc1ccc(NC(=O)C(C)Oc2ccc(C#N)cc2)cc1S(=O)(=O)N1CCCC1 (configuration not stated)	i	0.2
CNC(=S)NCc1ccc(Cl)cc1	i	0.5
CCC(c1nnnn1C(C)(C)C)N1CCN(C/C=C/c2ccccc2)CC1 (configuration not stated)	i	0.1
C[C@]12c3[nH]c4ccccc4c3CCN1C(=O)C(CC(=O)NCCC1=CCCCC1)C[C@@H]2C(=O)N1CCCCC1 (some centres not stated)	i	0.5
O=C1C=CN2CCCCC2CC1 (configuration not stated)	+	6.6*
CN(c1ccccc1)S(=O)(=O)c1ccc(C(=O)NCc2ccc(F)cc2)cc1	i	0.5
CC(=O)Nc1ccc(NC(=O)c2ccccc2-n2cnnn2)cc1	i	0.1
C[C@@H]1CN([C@H](C)CO)C(=O)c2cc(NC(=O)Nc3ccc(F)cc3)ccc2O[C@@H](C)CCCCO[C@H]1CN(C)Cc1ccc(C(=O)O)cc1	i	0.9
COc1cc(C(=O)NCc2ccc(S(N)(=O)=O)cc2)ccc1OCC(=O)Nc1cccc(C(F)(F)F)c1	i	0.9
COc1ccc(C2(c3ccc(OC)cc3)NC(=O)N(CC(=O)Nc3cc(C)on3)C2=O)cc1	i	1.6
O=S(=O)(c1ccc(Cl)cc1)N1CCCC(c2nc(-c3ccc(F)cc3)no2)C1 (configuration not stated)	i	1.5
COc1cc(C(=O)N(C)Cc2cccc(OC)c2OC)ccc1OCC(=O)Nc1cccc(C(F)(F)F)c1	i	0.7
COCCn1c(N)c(N(Cc2ccccc2)C(=O)C(C)Oc2ccc(Br)cc2)c(=O)[nH]c1=O (configuration not stated)	i	1.7
CC(C)(C)OC(=O)C[C@H]1C/C=C\C[C@@H](CC(=O)N(CCO)Cc2ccccc2)C(=O)N2CCC[C@H]2COC1=O	i	0.1
Cc1ccc(S(=O)(=O)N2CCC(=O)N([C@H](COCc3ccccc3)C(C)C)CC2)cc1	i	1.5
C[C@H](CO)N1C[C@H](C)[C@@H](CN(C)S(=O)(=O)c2ccccc2)Oc2ccc(NC(=O)Nc3ccc(C(F)(F)F)cc3)cc2C1=O	i	1.5
O=C(/C=C/c1ccccc1Cl)OCC(=O)N1CCCC1	i	2.5
O=C(/C=C/c1cccc([N+](=O)[O-])c1)OCC(=O)N1CCN(C(=O)c2ccco2)CC1	i	1.7
O=C(Nc1nnc([C@@H]2C[C@H](O)[C@@H](CO)O2)s1)c1cccc(Cl)c1	i	1.5

Complete entries from above. Order of values: Myeloid diff MLP, Myeloid diff MLP GFP+ MAC1+ %
CN1CCN(CC(=O)Nc2cccc(S(=O)(=O)N(C)c3ccccc3)c2)CC1 reads i, 0.2
CCOc1ccc(NC(=O)C(C)Oc2ccc(C#N)cc2)cc1S(=O)(=O)N1CCCC1 (configuration not stated) reads i, 0.2
O=C(COc1ccc(C(=O)c2ccc(F)cc2)cc1)Nc1cccc(S(=O)(=O)N2CCOCC2)c1 reads i, 1.7
CNC(=S)NCc1ccc(Cl)cc1 reads i, 0.5

Next part:
Structure	Myeloid diff MLP	Myeloid diff MLP GFP+ MAC1+ %
O=C(CSc1nc(=O)n2ccccc2n1)NCc1ccccc1	i	1.1
Cc1ccc(-n2nc3c(c2NC(=O)c2ccc4c(c2)OCO4)CS(=O)C3)c(C)c1 (configuration not stated)	i	0.3
C=CCOC(=O)C1=C[C@@H](c2cn(C(C)=O)c3ccccc23)C[C@@H](OCc2ccc(CO)cc2)O1	i	2.7
COc1ccc([C@H]2CC(=O)C=C(c3ccc4c5c(cccc35)CC4)C2)cc1	i	3.1
O=C(Nc1cccc([N+](=O)[O-])c1)NN1CCCCCC1	i	0.9
CNC(=O)c1c(I)c(C(=O)NCC(=O)Nc2c(I)c(C(=O)O)c(I)c(C(=O)NCCO)c2I)c(I)c(N(C)C(C)=O)c1I	i	0.8
CCCCn1c(N)c(N(CCOC)C(=O)c2cccc(OCc3ccccc3)c2)c(=O)[nH]c1=O	i	0.9
O=C(O)C(=Cc1ccc([N+](=O)[O-])cc1)c1cccc(Cl)c1	i	0.4
CCN(CC(=O)Nc1ccccc1C(F)(F)F)C(=O)Cc1sc(C)nc1-c1ccc(F)cc1	i	0.4
COc1ccc(C(NC(=O)CN2C(=O)NC3(CCc4ccccc43)C2=O)c2ccc(OC)cc2)cc1 (configuration not stated)	i	0.4
c1ccc2c(c1)ccn1c(Cc3ccsc3)c(C3CCCCC3)nc21	i	1.3
Cc1ccc(S(=O)(=O)N(C)C)cc1NC(=O)c1cc(S(=O)(=O)N2CCCCC2)ccc1N1CCOCC1	i	1.0
COc1ccc(-c2csc(N(CCCN(C)C)C(=O)c3ccccc3Cl)n2)cc1	i	0.2
O=C(NCC1(N2CCCCC2)CCCCC1)c1ccc(NS(=O)(=O)c2ccccc2)cc1	i	1.0
O=C(Nc1cccc(S(=O)(=O)NC2=NCCC2)c1)c1ccccc1F	i	0.1
CC1(c2nnc(Cc3ccccc3)o2)CC(c2ccccc2[N+](=O)[O-])=NO1 (configuration not stated)	i	1.6
CC(=O)N(C)C[C@@H]1Oc2ncc(Br)cc2C(=O)N([C@H](C)CO)C[C@@H]1C	i	0.3
COc1cccc([C@@H]2CC=C(C(=O)O)CN2S(=O)(=O)c2ccc(C)cc2)c1	i	1.1
O=C(c1cc2ccccc2o1)N1CCN(S(=O)(=O)c2ccc(Cl)s2)CC1	i	0.2
Cc1c(Cl)cccc1NC(=O)COC(=O)c1ccc(CN2CCCC2=O)cc1	i	1.2
COc1ccc(CC(=O)Nc2ccc(F)c(S(=O)(=O)N3CCOCC3)c2)cc1	i	0.3
ClN=C1C=CC=CC1=NCl	i	0.6
O=C(NCc1ccccc1)c1cc(C2COCCN2S(=O)(=O)c2cccs2)on1 (configuration not stated)	i	1.9
COc1ccc(NS(=O)(=O)c2cccc(C(=O)NCCCN3CCCC3=O)c2)cc1	i	1.0
C[C@H]1CN([C@@H](C)CO)C(=O)CCCn2nncc2CO[C@@H]1CN(C)S(=O)(=O)c1ccccc1	i	0.7
O=C(COC(=O)CNC(=O)c1ccccc1F)NCCNC(=O)COC(=O)CNC(=O)c1ccccc1F	i	0.7
Cc1ncc2c(n1)NC(=O)NC2	i	1.5
O=C(NC1CCCCC1)c1cccc(NC(=O)c2ccccc2Cl)c1	i	0.8
CCc1nc2ccc(C(=O)NC3CCN(Cc4ccccc4)CC3)cn2c1N(C)Cc1cc2ccccc2s1	i	1.0
CCCCC[C@@H]1C=C(C(=O)O)[C@H](c2ccc(OC)c(OC)c2)N1S(=O)(=O)c1ccc(C)cc1	i	0.5
CCSc1ccc([C@@H]2[C@@H]3C(=O)N(C)C(=O)[C@@H]3[C@]3(C(=O)OC)CCCCN23)cc1	i	1.5
O=C(CSc1nnnn1-c1ccccc1)NCC1(N2CCOCC2)CCCCC1	i	4.7
COCCN(C(=O)c1ccc(NC2CC2)c([N+](=O)[O-])c1)c1c(N)n(CC(C)C)c(=O)[nH]c1=O	i	0.9
COc1ccc(Br)c(C(=O)Nc2cccc(S(=O)(=O)N3CCOCC3)c2)c1	i	0.8
Cc1ccc(S(=O)(=O)NC(=O)C2(C)CCN2C(=O)CC2CCCC2)cc1 (configuration not stated)	i	1.0
Cc1cccc(C(=O)OCC(=O)N2CCC(c3ccccc3)=N2)c1O	i	1.0
O=S(=O)(c1ccc2c(c1)OCCO2)N1C[C@@H]2C[C@H]1CN2S(=O)(=O)c1c(F)cccc1F	i	1.3
O=C1c2c(-c3ccc(Br)cc3)noc2CCN1Cc1cn(-c2ccccc2)nn1	i	5.1
O=C(c1ccc(NS(=O)(=O)c2ccc(Cl)c(Cl)c2)cc1)N1CCOCC1	i	0.6
COC(=O)[C@@]12C[C@@H](CC(=O)N3CCCC3)C(=O)N(CCc3ccc(OC)c(OC)c3)C1=CCC(C)(C)C2	i	1.1
CN(CCNC(=O)C1CC(=O)N(C2CCCC2)C1)Cc1ccccc1 (configuration not stated)	i	2.0
Cc1ccc(S(=O)(=O)N2C[C@H]3[C@H]4C(=O)N(c5ccccc5)C(=O)[C@H]4C[C@H](OC(=O)NCc4ccccc4)[C@@]3(O)C2)cc1	i	0.7
